# From PubChem BioAssay
# Autophagy mod: alters autophagy in cells. MEF GFP-LC3 puncta imaging; test concentration mostly 10 µM. calls only at 10 µM (by protocol). hit rate 0.98% among 190,000;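 active = percentage of spot-positive cells more than 3 SD above its plate mean, without a fluorescence outlier flag or 80% toxicity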;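 note: spot-positive cell cutoff set from DMSO-treated cells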
# b-catenin transl: beta-catenin nuclear translocation modulation. HeLa beta-catenin nuclear translocation, immunofluorescence imaging. nuclear translocation activity, % at 5 µM. hit rate 0.3% among 190,000. AID 1665;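 active = nuclear translocation activity above 50% at 5 µM, with a well cell count of 50 or more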;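 note: per-cell ratio of nuclear to cytoplasmic median beta-catenin stain intensity; plate controls were DMSO negative control for no effect and GSK-3 inhibitor IX positive control for full effect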
#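 System: Human HeLa cells, endogenous beta-catenin | Compound dosing: 5 µM primary, 0.02–20 µM confirmation | Timing: 24 h compound exposure at 37°C, 5% CO2 | Measured by: Fluorescence imaging of beta-catenin antibody stain plus DAPI | Read-out basis: % activation of per-cell nuclear versus cytoplasmic median beta-catenin signal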
# M1AAP inhibition: malaria alanyl aminopeptidase activity blockers – biochemical, fluorogenic H-Leu-NHMec substrate, 1536-well (AID 1445) | recombinant M1AAP, H-Leu-NHMec fluorogenic kinetic assay; higher % means a stronger effect | hit rate 0.42% among 220,000 | inhibition, % at 30 µM, or IC50 in µM where a hit was titrated;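 active = primary inhibition above the hit cutoff, then over 50% inhibition at one or more dose response concentrations, cut at about 23% in these data, passing the limit was not always enough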;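 note: plate controls were DMSO full reaction for no effect and no enzyme background for full effect; strong numbers were not always called active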
# M17LAP inhibition: P. falciparum M17LAP inhibitors, primary screen, biochemical, fluorogenic H-Leu-NHMec substrate, 1536-well (AID 1619). one-dose inhibition, % at 30 µM; IC50 in µM for titrated hits. recombinant M17LAP, H-Leu-NHMec fluorogenic kinetic assay; higher % means a stronger effect. hit rate 0.38% among 220,000;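 active = compound inhibiting the enzyme by more than half at any dose during confirmatory dose-response retesting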;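 note: plate controls were full reaction with DMSO carrier for no effect and no enzyme background for full effect; strong numbers were not always called active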
# T cell modulator: T cell immune modulators affecting CD8 T cell-vesicle binding; 2C CD8+ T cell-vesicle binding, flow cytometry; stronger effect = lower value; hit rate 0.068% among 330,000; calls only at 7 µM;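 active = response, share of CD8 T cells binding vesicles, and their 90th percentile fluorescence all below set limits, cut at about 80% in these data, passing the limit was not always enough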
#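 Read-out – percent CD8+ FL2 mean versus row control · System – murine 2C transgenic CD8+ T lymphocytes · Times – 1.5 h cell–vesicle binding at 37 °C, then 20 min icy labelling · Control set – naked vesicles low, QL9 vesicles with vehicle high · Detection – cytometric PE anti-B7-1 and Alexa647 anti-CD8 signals after 1% paraformaldehyde fixation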
# WT yeast gro inh: growth inhibition of WT yeast, mitochondrial fusion screen; mitochondrial fusion phenotypic screen, WT strain; inhibition, % at 10 µM; hit rate 2.1% among 190,000; in the data active = inhibition above about 58%; tested in S. cerevisiae
# Yfh1-off respiration: enhancers of respiration in Yfh1-depleted yeast, dose response, Friedreich's ataxia, plus single-dose screen (AID 1465); one-dose fold induction at 50 µM; EC50 in µM for titrated hits; hit rate 0.074% among 220,000; S. cerevisiae Yfh1-off respiration, WST-1 reduction, 72 h; higher fold induction means a stronger effect;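 active = fold induction of absorbance versus untreated yeast above a set limit, then at least 30% activation at any dose in follow-up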;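 note: activators that raise dye reduction in frataxin-depleted yeast; strong numbers were not always called active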
# MT stabilize HCS: microtubule stabilization, imaging screen; HeLa tubulin immunostaining HCS, 24 h; share of cells brighter than vehicle mean+2SD; hit rate 0.83% among 200,000; % tubulin-high responders, % at 10 µM;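 active = plate Z-score above 3 for both tubulin-high and condensed-nucleus cell shares, with cell loss under 80%, at 10 µM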;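 note: anti alpha tubulin signal scored within the nucleus-defined area of each cell; some results filed as inactive read as strong as hits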
# Dynein cargo inh: dynein cargo transport inhibition; 3617.4 mouse cells, GR-EGFP nuclear translocation imaging; test concentration mostly 20 µM; stimulated with dexamethasone, 1 µM; stronger effect = lower value; z-score, hits read low; hit rate 0.47% among 220,000;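 active = plate z-score of nuclear minus cytoplasmic receptor signal below a set negative limit, without overly bright fluorescence or cell loss, cut at about -3.5 in these data, passing the limit was not always enough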;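 note: z-score of nuclear minus cytoplasmic ring GR-EGFP intensity difference per well; some compounds called inactive have numbers as strong as hits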
#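 Buffer or medium – tet-free medium with charcoal-stripped serum · Signal – automated 10x imaging of fixed Hoechst-stained cells · Also added – dexamethasone agonist, 1.0 µM final, for 30 min · Incubation – induction 48 h, compound 1 h, agonist 30 min · Read-out – GR-EGFP nuclear translocation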
# WT yeast gro inh mutant strain: second read-out of WT yeast gro inh, no call of its own (marks repeat the call); inhibition, %; mitochondrial fusion phenotypic screen, mutant strain inhibition
# Dynein cargo inh cytoplasmic EGFP: recorded beside Dynein cargo inh, whose call it bears; z-score; measured here: cytoplasmic GR-EGFP intensity; stronger effect = higher value
# Dynein cargo inh nuclear GR-EGFP: also measured in Dynein cargo inh; calls as there; z-score; measured here: nuclear GR-EGFP intensity;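 lower value marks the stronger effect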
# Dynein cargo inh cell count: recorded beside Dynein cargo inh, whose call it bears; z-score; measured here: cell count per field
# b-catenin transl cell count 5 µM: also measured in b-catenin transl; calls as there; cell count; measured here: cell count, cytotoxicity flag
# T cell modulator vesicle-bound %: also measured in T cell modulator; calls as there; double positive events, %; measured here: CD8+ vesicle-bound cell fraction;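 binding gate set so that unloaded-vesicle control wells show 10% double positive cells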
# MT stabilize HCS Hoechst-high %: also measured in MT stabilize HCS; calls as there; % Hoechst-high responders; measured here: nuclear condensation Hoechst responders;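 share of cells brighter than vehicle mean plus two SD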
# MT stabilize HCS cytotoxicity %: recorded beside MT stabilize HCS, whose call it bears; toxicity, %; measured here: cytotoxicity by cell density;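 0% = mean cell density of plate MIN control wells and 100% = no cells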
# Autophagy mod cell loss 18 h: recorded beside Autophagy mod, whose call it bears; toxicity, %; measured here: cell loss, nuclei count;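 cell loss after 18 h compound exposure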
# * = called active by the depositor; i = inactive; nt = not tested or not shown.
SMILES,Autophagy mod,Autophagy mod cell loss 18 h,b-catenin transl,b-catenin transl cell count 5 µM,M1AAP inhibition,M17LAP inhibition,T cell modulator,T cell modulator vesicle-bound %,WT yeast gro inh,WT yeast gro inh mutant strain,Yfh1-off respiration,MT stabilize HCS,MT stabilize HCS Hoechst-high %,MT stabilize HCS cytotoxicity %,Dynein cargo inh,Dynein cargo inh cytoplasmic EGFP,Dynein cargo inh nuclear GR-EGFP,Dynein cargo inh cell count
O=C(CC(c1ccccc1)c1cc(Br)ccc1O)NCc1ccco1 (stereo unspecified),i,6,-0.1,1067,15%,-3%,i,33,28,12,i,4.6,3.5,8.3,-1.2,-0.18,-1,0.85
CN(C)/C=N/C(=S)Nc1ccc(Cl)cc1,i,2,1.6,1471,5%,3%,i,27,16,15,i,1.2,3.3,15,0.8,-0.28,0.27,0.13
COc1ccc(C(CC(=O)NCc2ccccc2)Sc2n[nH]c(-c3ccc(Cl)cc3)n2)cc1 (stereo unspecified),i,4,-0.4,1006,-2%,-4%,i,26,-18,-3,i,1.3,1.5,8.9,0.0078,-0.23,0.44,0.21
COC(=O)c1c(NC(=O)C2(C)Cc3ccccc3C(=O)O2)sc2c1CCCC2 (stereo unspecified),i,7,-2.5,979,5%,1%,i,33,-14,-23,i,4.8,2.5,11,1.1,-0.35,0.91,-0.52
COc1cccc(-n2c(C)cc(/C=C3/C(=N)N4C(=NC3=O)SN=C4S(C)(=O)=O)c2C)c1,i,1,-1.4,1150,16%,26%,i,35,-19,10,i,3.2,2.2,6.7,0.25,-0.19,0.047,0.95
COc1ccc(CCNC(=O)CSc2ccc(-c3ccncc3)nn2)cc1,i,15,-0.7,802,4%,-2%,i,57,0,4,i,3.9,1.5,1.8,-0.31,-0.25,-0.16,0.36
Cc1ccc(C(=O)NCC(=O)OCC(=O)Nc2ccccc2C#N)s1,i,2,-1.5,1132,0%,1%,i,26,14,8,i,4.8,2.0,0.8,0.31,0.44,0.51,0.54
O=C(C1CCCN1S(=O)(=O)c1ccc(Br)cc1)N1CCOCC1 (stereo unspecified),i,8,1.1,1406,7%,-3%,i,57,-2,15,i,3.2,2.3,1.5,-0.66,-0.24,-0.2,0.29
CCC(=O)Nc1cccc(-c2nnc(SCC(=O)NCc3ccco3)n2C)c1,i,3,nt,nt,34%,-11%,i,44,2,-7,nt,5.0,3.2,5.4,0.13,-0.32,0.45,-0.45
Fc1ccccc1COc1ccc(Br)cc1CNCc1cccnc1,i,-11,-0.2,1482,4%,18%,i,30,37,13,i,3.1,0.8,0.6,1.5,-0.2,0.86,-1.4
O=C(c1cc2ccccn2n1)N1CCCC1,i,-8,nt,nt,4%,-8%,nt,nt,13,1,nt,5.3,1.3,6.1,0.36,-0.18,0.27,-0.39
Nc1nc(Cl)cc(Oc2ccc(Cl)cc2)n1,i,12,-1.3,1090,-2%,4%,i,3,1,-15,i,1.5,1.9,5.7,-0.28,-0.19,-0.052,-0.41
COc1ccc(CN2CCN(c3ncccn3)CC2)c(OC)c1,i,10,nt,nt,0%,-4%,i,22,-1,-10,i,4.2,1.5,5.6,-0.36,-0.19,0.22,0.29
Cc1ccc(NC(=O)c2noc(C(C)C)c2[N+](=O)[O-])cc1,i,27,-0.5,1150,8%,5%,i,48,-3,11,i,5.2,2.4,3.9,0.75,-0.16,0.64,-1.3
O=S(=O)(NCc1csc(-c2cccnc2)n1)c1ccc2c(c1)OCCO2,i,7,-6.4,961,6%,5%,i,33,24,5,i,2.3,1.7,9.9,0.27,-0.045,0.022,0.4

# A draw from above in order of count of non-hydrogen atoms, ascending:
SMILES,Autophagy mod,Autophagy mod cell loss 18 h,b-catenin transl,b-catenin transl cell count 5 µM,M1AAP inhibition,M17LAP inhibition,T cell modulator,T cell modulator vesicle-bound %,WT yeast gro inh,WT yeast gro inh mutant strain,Yfh1-off respiration,MT stabilize HCS,MT stabilize HCS Hoechst-high %,MT stabilize HCS cytotoxicity %,Dynein cargo inh,Dynein cargo inh cytoplasmic EGFP,Dynein cargo inh nuclear GR-EGFP,Dynein cargo inh cell count
Nc1nc(Cl)cc(Oc2ccc(Cl)cc2)n1,i,12,-1.3,1090,-2%,4%,i,3,1,-15,i,1.5,1.9,5.7,-0.28,-0.19,-0.052,-0.41
Cc1ccc(NC(=O)c2noc(C(C)C)c2[N+](=O)[O-])cc1,i,27,-0.5,1150,8%,5%,i,48,-3,11,i,5.2,2.4,3.9,0.75,-0.16,0.64,-1.3
CCC(=O)Nc1cccc(-c2nnc(SCC(=O)NCc3ccco3)n2C)c1,i,3,nt,nt,34%,-11%,i,44,2,-7,nt,5.0,3.2,5.4,0.13,-0.32,0.45,-0.45

# Next section:
SMILES,Autophagy mod,Autophagy mod cell loss 18 h,b-catenin transl,b-catenin transl cell count 5 µM,M1AAP inhibition,M17LAP inhibition,T cell modulator,T cell modulator vesicle-bound %,WT yeast gro inh,WT yeast gro inh mutant strain,Yfh1-off respiration,MT stabilize HCS,MT stabilize HCS Hoechst-high %,MT stabilize HCS cytotoxicity %,Dynein cargo inh,Dynein cargo inh cytoplasmic EGFP,Dynein cargo inh nuclear GR-EGFP,Dynein cargo inh cell count
O=C(Nc1cccc(-c2csc(Nc3cccc(C(F)(F)F)c3)n2)c1)c1cc([N+](=O)[O-])cc(C(F)(F)F)c1,nt,nt,-0.4,1353,0%,-1%,i,28,nt,nt,i,nt,nt,nt,0.18,-0.71,0.12,0.075
COP1(=O)C[C@@H](O)[C@@H](O)[C@@H](COCc2ccccc2)O1 (stereo partly specified),nt,nt,-0.3,1155,4%,2%,i,22,nt,nt,i,nt,nt,nt,0.3,-0.78,0.082,-0.35
O=C(c1ccc(F)cc1F)N1CCN(c2ncccn2)CC1,i,-9,-2.4,1343,4%,4%,i,33,6,-2,i,2.8,2.0,3.9,-0.48,-0.12,-0.94,0.17
CCN(CC(=O)Nc1ccc(Br)c(C)c1)CC(=O)NC(C)C,i,9,0.1,1097,-2%,-5%,i,34,14,9,i,1.5,1.6,7.0,-0.31,-0.17,-0.23,0.53
O=C(CCCc1ccccc1)NCCN1CCOCC1,i,-11,-3.3,985,5%,-1%,i,42,9,-5,i,2.4,2.0,2.1,-1.1,-0.25,-0.59,0.47
COC(=O)c1ccc(-n2nnnc2SCC(=O)Nc2cc(OC)ccc2OC)cc1,i,-3,-4.6,997,-2%,-1%,i,31,7,-6,i,2.2,3.1,12,-0.53,-0.16,-0.21,0.27
N#CC1=C(N)SC(N)=C(C#N)C1c1ccc([N+](=O)[O-])cc1,i,-1,-1.5,1096,19%,-5%,i,7,0,0,i,4.4,2.6,4.1,-0.72,-0.094,-0.36,-0.15
COc1ccc(/C=C/C(=O)OCc2nc3ccccc3c(=O)[nH]2)c(OC)c1,nt,nt,-3.1,1195,4%,-5%,i,61,nt,nt,i,nt,nt,nt,0.31,-0.29,0.095,-0.16
Cc1ccc(C(=O)Nc2nc(C)c(C(=O)Nc3ccc4c(c3)CCC4)s2)cc1,i,33,183*,344*,11%,1%,i,47,12,14,i,2.8,52,29,-0.0068,-0.26,-0.29,-0.39
CCc1cc2c(=O)c(-n3cnc4ccccc43)coc2cc1O,i,-3,2.4,734,0%,-22%,i,42,2,-9,i,3.0,2.5,3.3,0.12,-0.21,0.49,-0.37
Cn1nc(C(=O)Nc2nc3ccc(S(C)(=O)=O)cc3s2)ccc1=O,i,-5,-1.6,1250,10%,5%,i,38,15,21,nt,1.3,1.5,5.0,-0.46,-0.28,-0.24,1.2
O=C(NCC1CCC(C(=O)O)CC1)c1cccnc1 (stereo unspecified),i,8,-1.6,1078,13%,1%,i,11,-2,7,i,4.2,2.0,0.8,0.31,-0.3,0.4,0.065
CCOc1ccccc1NC(=O)CN(Cc1ccccc1)S(C)(=O)=O,i,6,-0.6,1071,-2%,1%,i,6,-8,-28,i,2.7,2.7,6.4,-0.34,-0.26,-0.31,0.38
Cc1nn(C(C)C(=O)N2CCOCC2)c(C)c1[N+](=O)[O-] (stereo unspecified),i,7,-0.5,1147,11%,5%,i,46,-3,-2,i,5.0,1.8,5.4,-0.21,-0.14,-0.08,0.41
CCOC(=O)C1CCN(C(c2ccc(OC)c(OC)c2)c2sc3nc(C)nn3c2O)CC1 (stereo unspecified),i,-11,-0.4,1204,5%,10%,i,33,-7,1,i,2.0,1.9,2.9,-0.19,-0.17,0.13,0.24
C[C@@H](C(=O)OCC(=O)NCCc1ccc(S(N)(=O)=O)cc1)N1C(=O)C2CCCCC2C1=O (stereo partly specified),i,-1,-4.0,1047,2%,-4%,i,12,-11,-8,i,3.9,2.8,5.6,-0.99,-0.3,-0.62,1.3
Brc1ccc(C2=NC(Cc3ccccc3)CO2)cc1 (stereo unspecified),i,22,2.6,506,1%,16%,i,17,40,-8,i,2.4,2.4,5.7,-0.14,-0.27,0.23,0.93
Cc1c(NC(=O)CSc2nc3ccccc3s2)c(=O)n(-c2ccccc2)n1C,i,-10,nt,nt,-2%,14%,i,48,-2,-5,i,1.9,1.1,5.6,0.92,-0.16,0.66,0.051
